Pf growth 48h: inhibits P. falciparum growth in the first generation, 48 h; P. falciparum luciferase growth in erythrocytes, 48 h; AID 504832; hit rate 5.9% among 310,000; Potency, µM (highest dose often 28.7 µM), without a hit: at the top dose activity change, negative = inhibition, hits mostly inhibitors
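Firefly luciferase activity from engineered P. falciparum reports growth; inhibitors lower the luminescent signal. Cultures contained 2% hematocrit erythrocytes at 0.1% final parasitemia.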
HCV inhibitor: blocks hepatitis C virus; hit rate 3.4% among 340,000; Potency, µM (series often up to 41.8 µM), inactives show top-dose activity change, negative = inhibition, hits mostly inhibitors; Huh7.5.1 HCVcc-Cre infection, luciferase reporter, 44 h
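1,000 cells/well; 4 h culture; + compound; + HCVcc-Cre (~0.5 moi); 44 h; luciferase substrate, RT 15 min; read 15 sec.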
Pf growth 96h: P. falciparum growth inhibition at 96 hour, primary screen for plastid delayed-death inhibitors; P. falciparum luciferase reporter growth, 96 h; Potency, µM (doses to about 28.7 µM), for inactives: top-dose activity change, negative = inhibition, usual class: inhibitors; hit rate 6.9% among 320,000
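Compounds incubated with erythrocytes infected by luciferase-expressing P. falciparum (2% hematocrit, 0.05% parasitemia final) for 96 hours, 37 C in 5% CO2. Growth inhibition scored as decreased luciferase luminescence.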
LmPK inh: blocks Leishmania mexicana pyruvate kinase activity; hit rate 0.37% among 290,000; Potency, µM (highest dose often 57.5 µM), for inactives: at the highest dose activity change, negative = inhibition, actives largely listed as inhibitors; purified LmPK, Kinase-Glo ATP luminescence, 1 h
Target sequence (Q27686 whole entry, looked up): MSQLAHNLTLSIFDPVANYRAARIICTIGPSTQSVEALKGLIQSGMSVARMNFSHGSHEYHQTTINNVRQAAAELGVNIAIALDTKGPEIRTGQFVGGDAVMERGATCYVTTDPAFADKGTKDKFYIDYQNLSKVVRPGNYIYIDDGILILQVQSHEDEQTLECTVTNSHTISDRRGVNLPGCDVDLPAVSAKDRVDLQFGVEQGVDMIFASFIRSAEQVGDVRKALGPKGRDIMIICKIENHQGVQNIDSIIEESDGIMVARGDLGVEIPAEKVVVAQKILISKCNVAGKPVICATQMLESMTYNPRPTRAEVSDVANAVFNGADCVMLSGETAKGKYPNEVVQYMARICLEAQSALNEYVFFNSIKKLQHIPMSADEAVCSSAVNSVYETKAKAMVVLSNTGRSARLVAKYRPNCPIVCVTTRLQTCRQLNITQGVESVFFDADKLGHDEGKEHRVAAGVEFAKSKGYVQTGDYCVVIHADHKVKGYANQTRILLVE
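0.1 nM LmPK, 0.5 mM PEP, 0.1 mM ADP; 50 mM imidazole pH 7.2, 7 mM MgCl2, 50 mM KCl; 1 h RT. Kinase-Glo luminescence readout, normalized to no-enzyme (full inhibition) and uninhibited wells.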
Sm TGR inh: S. mansoni TGR enzyme inhibition. hit rate 3% among 360,000. purified TGR, DTNB reduction, TNB absorbance 405 nm. Q962Y6. Potency, µM (top dose mostly 114 µM), for the others: at the top dose activity change, negative = inhibition, usual class: inhibitors. AID 485364; further: nearly all actives have a fitted effect of over 60% in size
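TGR 20 nM + NADPH 100 uM (dispensed conc.), cpd preinc 15 min RT; start with NADPH (500 uM addition) then DTNB (15 mM addition). Kinetic TNB absorbance, 405 nm filter. Four-parameter Hill fit across titration.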
Tb PYK inh: T. brucei pyruvate kinase inhibition; Q57TT1; TbPYK enzyme, Kinase-Glo Plus ATP luminescence, 45 min; Potency, µM (series often up to 76.8 µM), for the others: top-dose activity, negative = inhibition, actives largely listed as inhibitors; hit rate 0.12% among 410,000; further: nearly all actives have a fitted effect of over 50% in size
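Luminescence from Kinase-Glo Plus, added after a 45-minute room-temperature reaction, served as the end-point read-out. The enzyme and substrate were preincubated with compound before ADP (130 uM final) initiated turnover. Concentration-effect curves came from normalized qHTS data.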
The depositor's hits bear a star; ? = inconclusive; / = not tested or not shown; [ ] = remark or other dose. The call rests on the fitted dose curve; in most records, active means well fitted curve in the direction sought with a large enough effect; inconclusive means small, poorly fitted or top-dose-only effect, or another doubt; inactive means no such curve, though single readings can be large; an effect the other way counts as inactive or inconclusive. On the % scale 0 is the no-effect control and ±100 the full control effect; potency means the concentration at half of the fitted maximal effect.

Compound	Pf growth 48h	HCV inhibitor	Pf growth 96h	LmPK inh	Sm TGR inh	Tb PYK inh
O=S(Cc1ccc(Br)cc1)Cc1nnc(SCc2c(F)cccc2Cl)n1-c1ccccc1 (stereo unspecified)	?	?	?	-3%	-3%	-9%
CN1C2CCC1CC(NC(=O)c1cccc(C(F)(F)F)c1)C2 (stereo unspecified)	/	-2%	20%	0%	-32%	-5%
CCCOc1ccc(C(=O)NNC(=S)NC(=O)CC)cc1	?	?	15µM*	5%	-22%	-12%
N#Cc1cccc(C(c2nnnn2Cc2ccccc2)N2CCCC2)c1 (stereo unspecified)	-9%	4%	?	-1%	8%	-1%
CSc1c(C#N)c(N)nc2sc(C(=O)c3ccccc3)c(N)c12	-8%	8%	-23%	-4%	-26%	-2%
COC(=O)CN(c1ccccc1)S(=O)(=O)c1ccc(F)cc1	-11%	12%	24%	5%	-27%	3%
CC(C)CCN1CCN(Cc2ccc3nsnc3c2)CC1CCO (stereo unspecified)	10%	0%	?	-6%	7%	5%
O=[N+]([O-])c1ccc(C=Nc2ccc(Cl)cc2Cl)s1	10µM*	?	0%	-2%	25µM*	-5%
COCCN(C(=O)CCc1nnc(Cc2c[nH]c3ccccc23)o1)C(C)C	2%	8%	?	0%	20µM*	-17%
Cc1cc(C)n2nc(SCc3ncc(-c4ccccc4)o3)nc2n1	-7%	5%	-17%	7%	?	-8%
CCOc1c(C)cnc2c1c(=O)n(Cc1ccccc1Cl)c(=O)n2C	11%	13%	-4%	0%	-22%	3%
CCC(Sc1nc2ccc(N)cc2s1)C(=O)Nc1nccs1 (stereo unspecified)	/	-18%	-15%	5%	2%	/
CCOc1ncccc1C(=O)OCC(=O)Nc1ccc(C(N)=O)cc1	16%	-1%	11%	-2%	-20%	3%
COc1ccc(C(CNC(=O)COc2cccc(C(F)(F)F)c2)N2CCCC2)cc1 (stereo unspecified)	10µM*	?	12µM*	/	-4%	4%
Cc1ccc(S(=O)(=O)N2CCN(C(=O)COC(=O)C3CC3C)CC2)c(C)c1 (stereo unspecified)	-9%	8%	7%	/	1%	2%
COc1ccc(NC(=O)CN(C)CC(=O)Nc2cccc(S(=O)(=O)N(C)c3ccccc3)c2)cc1	?	?	?	7%	3%	1%
Cc1cc(NC(=O)c2c(F)cccc2Cl)no1	0%	20%	82%[activator]	1%	-1%	10%
CCc1c(C)nc(N)n2c(SCC(=O)N3CCN(c4ccccc4F)CC3)nnc12	1%	/	-3%	1%	4%	/
Nn1c(SCc2cccc(Br)c2)nnc1-c1cccnc1	1%	6%	7%	-2%	11%	0%
Cc1ccc(CNC(=O)CN(C(=O)C2(C)CC(=O)N=C3C=CC=CN32)c2cccc(C)c2C)cc1 (stereo unspecified)	0%	12%	-4%	1%	2%	-4%
CCOC(=O)C1CCN(c2c(NCCN3CCCCC3C)c(=O)c2=O)CC1 (stereo unspecified)	?	-6%	-6%	-5%	-9%	2%
COCCn1c(=O)[nH]c2cc(C(=O)NCc3cccnc3)ccc2c1=O	7%	3%	?	-5%	9%	-3%
CC(C)c1ccc(NC(=O)CCNS(=O)(=O)c2cccc3nonc23)cc1	?	?	-12%	1%	-27%	-2%
Cc1csc2nc(CNS(=O)(=O)c3ccc4c(c3)OCCO4)cn12	8%	8%	-6%	-3%	11%	-2%
CCN(c1ccccc1)S(=O)(=O)c1ccc(Cl)c(C(=O)NCc2ccco2)c1	5%	17%	10%	/	-35%	5%
CN(C(=O)CSc1nc(N)nn1-c1ccccc1)c1ccccc1	/	11%	?	6%	0%	-8%
COc1ccccc1OCCNC(=O)c1c(-c2ccccc2Cl)noc1C	?	-1%	-41%	-5%	3%	-8%
COc1ccc(CN2CCNC(=O)C2CC(=O)NCCCn2cccn2)c(OC)c1 (stereo unspecified)	80%[activator]	5%	?	2%	-23%	-5%
CC(=O)Nc1cc(C(=O)N2CCCC2)ccc1Sc1ccc(Cl)cc1	/	-3%	?	1%	3%	-1%
Cc1ccc2nc(NNC(=O)c3ccc4c(c3)OCCO4)sc2c1	16%	2%[8.37 µM]	0%	2%	1%	-8%
CN(CCC1CCOCC1)Cc1nc(Cc2ccccc2F)no1	-4%	14%	-19%	-9%	?	-2%
CCOCCC(=O)Nc1nnc(CCc2ccccc2)s1	12%	2%	-3%	2%	-11%	-2%
CC(C)(C)c1ccc(C(=O)NC(=S)Nn2cnnc2)cc1	8%	-3%	?	-4%	-1%	-8%
CCOc1ccc(-c2nc(C#N)c(NCC(C)C)o2)cc1	?	-20%	/	-2%	0%	/
Cc1ccc(S(=O)(=O)NCCC(c2ccc(F)cc2)c2ccco2)cc1 (stereo unspecified)	?	-14%	48%[activator]	4%	-21%	-13%
Cc1cccc(C(=O)N2CCN(c3ccc(C(F)(F)F)cn3)CC2)c1C	/	?	-25%	0%	0%	-3%
O=C1NC[C@H](c2ccccc2)N(CCc2cccc(F)c2)C1=O	0%	17%	6%	3%	17%	-5%
Cc1ccc(-c2cc(-c3n[nH]c(=S)n3C)c3ccccc3n2)cc1	?	-1%	?	2%	0%	?
CC(=O)Nc1ccc(S(=O)(=O)N2CCN(c3nnnn3-c3ccccc3)CC2)cc1	-26%	-4%	69%[activator]	-2%	21%	6%
C=CCOc1ccc(CNCCO)cc1OCC	16%	17%	16%	1%	-3%	-9%
N#Cc1cccc(NCC(=O)Nc2cccc(S(=O)(=O)N3CCCCC3)c2)c1	13µM*	?	?	/	-4%	-10%
Cc1ccc(C2C(C=Nc3c(C)n(C)n(-c4ccccc4)c3=O)=C(c3ccccc3)Oc3ccccc32)cc1 (stereo unspecified)	8.3µM*	-15%	4.1µM*	0%	8%	-21%
CC1=C([N+](=O)[O-])C(c2ccc(O)c(O)c2)NC(=O)N1 (stereo unspecified)	?	17%	?	-20%	?	-5%
CC(=O)Nc1ccc(NC2=C/C(=N/S(=O)(=O)c3cccs3)c3ccccc3C2=O)cc1	0.15µM*	?	104%[activator]	-22%	-34%	5%
O=C(CSc1cccc2cccnc12)NCc1ccco1	10%	20%	56%[activator]	4%	45µM*	-8%
CCc1nnc(NC(=O)C2CCN(S(=O)(=O)Cc3ccccc3)CC2)s1	?	?	?	2%	5%	-1%
CN1C(=O)C(=Cc2ccc(OCCN(C)c3ccccn3)cc2)C(=O)N(C)C1=O	236%[activator]	14%	26%	-5%	0%	-9%
Cc1oncc1C(=O)Nc1ccc2ccccc2c1	9%	5%	57%[activator]	-4%	-4%	0%
COc1ccccc1CC(=O)Nc1cccc2c1CCCC2	-7%	-22%	-17%	0%	2%	4%
CCn1cc(CN2CCN(CCc3ccccc3)C(CCO)C2)c(C)n1 (stereo unspecified)	8%	9%	19%	5%	-1%	1%
COC(=O)C1=NN(C(=O)c2ccccc2)C(O)(c2ccc([N+](=O)[O-])cc2)C1 (stereo unspecified)	15%	-11%	?	-8%	21%	-10%
Cn1c(=O)c2c(nc(N3CCCCC3)n2CC(O)COc2ccccc2)n(C)c1=O (stereo unspecified)	0%	-2%	?	6%	?	3%
CS(=O)(=O)N(CC(=O)NCc1ccco1)c1cccc([N+](=O)[O-])c1	17%	9%	?	-1%	/	-4%
CC1CC(C)CN(CC(=O)N2CCc3[nH]c4ccccc4c3C2)C1 (stereo unspecified)	-4%	-13%	24%	2%	-4%	0%
CCOC(=O)c1ccc(/C=C2/C=C(c3ccccc3)N(c3ccc(Cl)c(C(=O)O)c3)C2=O)cc1	?	?	13µM*	-1%	-4%	1%
CCC1(C(=O)OC)NC(c2ccco2)C2C(=O)N(c3ccc(F)cc3)C(=O)C21 (stereo unspecified)	6%	8%	-15%	-2%	?	3%
CCc1ccc(CNC(=O)C2CCCN(c3nn4c(=O)cc(C)nc4s3)C2)cc1 (stereo unspecified)	?	16%	?	-6%	4%	4%
Cc1cc(Nc2cccc(Cl)n2)n(-c2ccccc2)n1	5%	0%	15%	-1%	7%	-8%
CCOc1ccccc1OCC(=O)Nc1ccc(S(=O)(=O)Nc2nc(C)cc(C)n2)cc1	-2%	13%	9%	3%	-1%	-11%
CC(=O)OCc1cc(-c2nc3ccccc3[nH]c2=O)nn1-c1ccc(Cl)cc1	35%[activator]	14%	33%[activator]	1%	0%	-3%

Of the compounds above, these have an aryl methoxy group:
Compound	Pf growth 48h	HCV inhibitor	Pf growth 96h	LmPK inh	Sm TGR inh	Tb PYK inh
COc1ccc(C(CNC(=O)COc2cccc(C(F)(F)F)c2)N2CCCC2)cc1 (stereo unspecified)	10µM*	?	12µM*	/	-4%	4%
COc1ccc(NC(=O)CN(C)CC(=O)Nc2cccc(S(=O)(=O)N(C)c3ccccc3)c2)cc1	?	?	?	7%	3%	1%
COc1ccccc1OCCNC(=O)c1c(-c2ccccc2Cl)noc1C	?	-1%	-41%	-5%	3%	-8%
COc1ccc(CN2CCNC(=O)C2CC(=O)NCCCn2cccn2)c(OC)c1 (stereo unspecified)	80%[activator]	5%	?	2%	-23%	-5%
COc1ccccc1CC(=O)Nc1cccc2c1CCCC2	-7%	-22%	-17%	0%	2%	4%

Continuation.
Compound	Pf growth 48h	HCV inhibitor	Pf growth 96h	LmPK inh	Sm TGR inh	Tb PYK inh
Cc1nnc(NCc2ccco2)s1	11%	7%	38%[activator]	-2%	2%	3%
N#C/C(=C/c1cn(-c2ccccc2)nc1-c1cccc(OCc2ccc(F)cc2)c1)C(=O)NCCCn1ccnc1	3.7µM*	5.6µM*	2.1µM*	0%	-2%	5%
O=C1OC(c2ccccc2)=N/C1=C\C=C\c1ccco1	13%	-8%	19%	3%	?	-6%
COc1cccc(N(C(=O)c2ccn[nH]2)C2(C(=O)Nc3c(C)cccc3C)CCCCC2)c1	9.3µM*	1%	-7%	-1%	-14%	10%
Cc1ccc(CCNC(=O)C2CC(c3cccc(F)c3)=NO2)cc1 (stereo unspecified)	69%[activator]	4%	?	-2%	18%	-5%
O=C(CN1CCOCC1)Nc1ccc(NC(=O)c2ccccc2F)cc1	2%	7%	-8%	0%	9%	-1%
Cc1c(Cl)cccc1Nc1nc(N)nc(CSCCO)n1	15%	17%	/	-3%	4%	-9%
COc1cc(OC)cc(-c2nnc(SCC(=O)Nc3ccc(C(=O)O)cc3)s2)c1	-22%	12%	15%	2%	-14%	-15%
CN1CCN(c2ncc3c(n2)CC(c2ccccc2F)CC3=O)CC1 (stereo unspecified)	40%[activator]	?	41%	-2%	-2%	1%
COc1ccc(/C(=C/Nc2cccc(Br)c2)C(C)=O)cc1OC	44%[activator]	-10%	21%	2%	0%	5%
COc1ccc2c(c1)NC1(O)c3ccccc3C(=O)C21O (stereo unspecified)	5%	?	5%	5%	9%	6%
Cc1ccccc1C(=O)O/N=C(\N)c1ccc([N+](=O)[O-])cc1	-3%	-5%	?	-2%	-1%	-2%
COCCn1c(SCC(=O)Nc2cc(C)on2)nnc1C(C)C	11%	12%	-19%	2%	-2%	-12%

Three of the compounds above, with values under each structure.
Value order: Pf growth 48h | HCV inhibitor | Pf growth 96h | LmPK inh | Sm TGR inh | Tb PYK inh
COCCn1c(=O)[nH]c2cc(C(=O)NCc3cccnc3)ccc2c1=O
→ 7% | 3% | ? | -5% | 9% | -3%
CC(C)c1ccc(NC(=O)CCNS(=O)(=O)c2cccc3nonc23)cc1
→ ? | ? | -12% | 1% | -27% | -2%
Cc1csc2nc(CNS(=O)(=O)c3ccc4c(c3)OCCO4)cn12
→ 8% | 8% | -6% | -3% | 11% | -2%

Screening data as filed in PubChem.
